Screens from PubChem BioAssay.
LMP1 NFkB inh = inhibitors of Epstein-Barr LMP1-induced NF-kappaB reporter. inhibition, % at 12.5 µM. LMP1-induced NF-kappaB luciferase reporter cells, luminescence. actives 0.69% (n = 350,000); in the data active means inhibition above about 41%;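 further: 0% = neutral control wells and 100% = reference inhibitor control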
MITF TRPM1 inh = inhibitors of MITF-driven TRPM1 promoter in melanoma cells. SK-MEL-5 TRPM1 promoter luciferase, 24 h. inhibition, % at 12.5 µM. actives 0.83% (n = 330,000);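 active means mean inhibition across replicates of 60% or more, whatever share of single replicates reaches that level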; further: values of inactives mirror those of a sister screen read the other way
Shn3 3UTR inh = Schnurri-3 reporter inhibition in Clone20 osteoblasts. Clone20 osteoblast Shn3 3'UTR firefly luciferase, 24 h. inhibition, % at 12.5 µM. AID 588674. actives 0.52% (n = 360,000);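 active means mean inhibition of at least 75% with every replicate also reaching 75%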;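 further: 0% = median of neutral control wells and 100% = pilot-screen positive control compound; some compounds past the cut are filed as inactive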
HIF-2a block = HIF-2a inhibition. 786-0 RCC cells HIF-2a reporter, luciferase luminescence, overnight. inhibition, % at 18.8 µM. actives 0.72% (n = 360,000). AID 624352;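 active means inhibition of the luminescence signal of 40% or more relative to plate controls, in a single-dose primary screen at 18.75 µM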
NR2E3 ag-1 = agonists of human NR2E3 nuclear receptor | inhibition of corepressor binding, % at 3.98 µM | CHO-S Gal4-NCOR/VP16-NR2E3 two-hybrid, luciferase | Q9Y5X4 | actives 0.35% (n = 360,000) | AID 602229;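 active means inhibition above the mean of all tested compounds plus 3 SD, cut at about 70% in these data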;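 further: 0% = DMSO with NR2E3 transfected cells and 100% = cells lacking NR2E3 construct; higher means lower luciferase signal from less NR2E3 corepressor binding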
Target sequence (Q9Y5X4 whole entry, looked up, the tested form may be a part): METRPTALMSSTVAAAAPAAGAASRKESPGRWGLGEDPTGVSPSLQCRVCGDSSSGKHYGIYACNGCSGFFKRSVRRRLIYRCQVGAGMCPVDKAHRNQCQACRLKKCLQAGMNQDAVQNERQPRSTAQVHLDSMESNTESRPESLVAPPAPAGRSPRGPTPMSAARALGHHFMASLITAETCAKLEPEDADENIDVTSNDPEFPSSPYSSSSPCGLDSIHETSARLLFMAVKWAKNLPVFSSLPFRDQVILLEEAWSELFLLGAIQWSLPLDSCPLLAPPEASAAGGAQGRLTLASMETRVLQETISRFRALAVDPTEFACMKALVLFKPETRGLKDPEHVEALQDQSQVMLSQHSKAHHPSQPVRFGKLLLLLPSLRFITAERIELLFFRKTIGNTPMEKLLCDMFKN
KKLEB tox = reduces viability of KKLEB cystic fibrosis airway cells. KKLEB CF airway cells viability, ATPlite luminescence, overnight; active compounds read low; cells stimulated with P. aeruginosa culture filtrate. activity change (cytotoxicity), % at 5 µM. actives 0.36% (n = 360,000). AID 602141;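 active means corrected activity change at or below -50% at 5 µM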
iPSC survival up = increases survival of single human iPS cells. hiPSC single-cell survival, ATPlite luminescence; 100% = ROCK inhibitor wells, 0% = DMSO. survival enhancement, % at 20 µM. actives 0.044% (n = 360,000); in the data active means survival enhancement above about 18%;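 further: cells exposed to compounds for 16 hours before the ATP read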
C8 TRAIL sens = caspase-8 TRAIL sensitization; NB7+C8 cells + TRAIL, ATPlite viability luminescence; inhibition (viability loss, TRAIL sensitization), % at 10 µM; actives 1% (n = 360,000);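 active means compounds causing at least 50% loss of cell viability in the single-dose screen, relative to plate controls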
Peg3 prom inh = Peg3 promoter activity inhibition; HeLa PEG-Prom luciferase reporter, luminescence, overnight; inhibition, % at 20 µM; actives 1.7% (n = 360,000); AID 588405;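 active means inhibition of at least 50% at 20 µM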
NR2E3 ag-2 = activates human photoreceptor nuclear receptor NR2E3; actives 0.12% (n = 320,000); AID 2300; Q9Y5X4; GST-NR2E3/biotin-RetCOR TR-FRET, 1536-well; inhibition of corepressor binding, % at 4.78 µM;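 active means percent inhibition above the cutoff of mean plus 3 SD of all tested compounds, set per screening campaign, cut at about 20% in these data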;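 further: 0% = DMSO wells and 100% = biotin wells as full block of FRET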
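Test system: GST-NR2E3 and biotin-RetCOR proteins | Quantity: 1.35 nM GST-tagged NR2E3 final | Medium: Tris pH 7.5 | Also added: 7 nM biotin-RetCOR | Dosing: Compound at 4.8 µM, single dose | Timing: 5 h at 4 °C | Detection: Time-resolved FRET | Read-out basis: Percent inhibition | Benchmarks: Biotin wells as high control, 0.6% DMSO wells as low control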
CF NFkB block = cystic fibrosis NF-kB activation inhibition. KKLEB NF-kB-GFP reporter, PAF-induced, GFP fluorescence overnight. inhibition, % at 5 µM. actives 0.86% (n = 360,000);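 active means at least 50% inhibition at 5 µM, scaled per plate between neutral and stimulator controls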;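 further: PAF is a Pseudomonas aeruginosa culture filtrate used as stimulus; plate controls were PAF-stimulated DMSO wells for no effect and unstimulated DMSO wells for full effect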
The depositor's hits bear a star. This is a subset, so the mix of outcomes need not match the whole.

Results for O=C(CSc1nc2ccccc2c(=O)[nH]1)Nc1ccc(S(=O)(=O)N2CCCC2)cc1 ?
LMP1 NFkB inh: -1; MITF TRPM1 inh: 1; Shn3 3UTR inh: -5; HIF-2a block: 7; NR2E3 ag-1: 9; KKLEB tox: -6; iPSC survival up: -1.0; C8 TRAIL sens: 8; Peg3 prom inh: 16; NR2E3 ag-2: 2; CF NFkB block: -11

What do the screens show for `O=S(=O)(N/N=C\c1cccnc1)c1ccccc1`?
LMP1 NFkB inh: 3; MITF TRPM1 inh: -10; Shn3 3UTR inh: -2; HIF-2a block: 7; NR2E3 ag-1: 0; KKLEB tox: 17; iPSC survival up: -1.0; C8 TRAIL sens: -7; Peg3 prom inh: 5; NR2E3 ag-2: -1; CF NFkB block: -16

What do the screens show for `O=C(N/N=C/c1ccc(Br)cc1)c1cc[n+](Cc2ccccc2)cc1`?
LMP1 NFkB inh: 10; MITF TRPM1 inh: 0; Shn3 3UTR inh: -2; HIF-2a block: 8; NR2E3 ag-1: -10; KKLEB tox: -2; iPSC survival up: 1.1; C8 TRAIL sens: 8; Peg3 prom inh: -6; NR2E3 ag-2: 1; CF NFkB block: -1

What do the screens show for `COc1c2c(cc3oc(=O)c4c5ccc(O)cc5oc4c13)OC(C)(C)CC2`?
LMP1 NFkB inh: -111; MITF TRPM1 inh: -55; Shn3 3UTR inh: -35; HIF-2a block: -249; NR2E3 ag-1: -4; KKLEB tox: -20; iPSC survival up: -1.5; C8 TRAIL sens: 24; Peg3 prom inh: -263; NR2E3 ag-2: -2; CF NFkB block: 1

Results for COc1ccc(OCC(=O)Nc2nc3cc4c(cc3s2)OCCO4)cc1 ?
LMP1 NFkB inh: -4; MITF TRPM1 inh: -6; Shn3 3UTR inh: -4; HIF-2a block: -78; NR2E3 ag-1: -43; KKLEB tox: -8; iPSC survival up: 0.8; C8 TRAIL sens: -9; Peg3 prom inh: -72; CF NFkB block: -2

What do the screens show for `CN1CCCN(C(=O)CNC(=O)c2ccccc2Br)CC1`?
LMP1 NFkB inh: -7; MITF TRPM1 inh: -2; Shn3 3UTR inh: -14; HIF-2a block: 2; NR2E3 ag-1: 4; KKLEB tox: 15; iPSC survival up: -2.5; C8 TRAIL sens: 1; Peg3 prom inh: 0; CF NFkB block: -5

What do the screens show for `CC(=O)c1cccc(N(C(=O)Cn2nnc3ccccc32)C(C(=O)NC2CCCCC2)c2cn(C)nc2C)c1` (configuration not stated)?
LMP1 NFkB inh: 8; MITF TRPM1 inh: -11; Shn3 3UTR inh: 9; HIF-2a block: 19; NR2E3 ag-1: -8; KKLEB tox: -14; iPSC survival up: 1.0; C8 TRAIL sens: 10; Peg3 prom inh: -13; NR2E3 ag-2: -2; CF NFkB block: 24

What do the screens show for `Cc1nnc2ccc(N3CCC4(CC3)OCCO4)nn12`?
LMP1 NFkB inh: 4; MITF TRPM1 inh: 2; Shn3 3UTR inh: 9; HIF-2a block: 14; NR2E3 ag-1: 18; KKLEB tox: 2; iPSC survival up: 2.9; C8 TRAIL sens: -13; Peg3 prom inh: 21; NR2E3 ag-2: -2; CF NFkB block: -20

What do the screens show for `COc1ccc(C(=O)N(C)c2ccccc2C(=O)NCCc2ccccc2)cc1`?
LMP1 NFkB inh: 9; MITF TRPM1 inh: 11; Shn3 3UTR inh: 2; HIF-2a block: 19; NR2E3 ag-1: -41; KKLEB tox: 10; iPSC survival up: 0.7; C8 TRAIL sens: 14; Peg3 prom inh: 20; NR2E3 ag-2: -1; CF NFkB block: -10

Results for C/C(=C(\C#N)C(=O)NCc1ccccc1)N(C)C ?
LMP1 NFkB inh: -2; MITF TRPM1 inh: -13; Shn3 3UTR inh: 0; HIF-2a block: 10; NR2E3 ag-1: -5; KKLEB tox: -3; iPSC survival up: 3.1; C8 TRAIL sens: 0; Peg3 prom inh: 4; NR2E3 ag-2: -3; CF NFkB block: 8

What do the screens show for `Cc1c(C)c2c(OCC(=O)N[C@@H](Cc3ccccc3)C(=O)O)cc3c(c2oc1=O)CCC(C)(C)O3`?
LMP1 NFkB inh: -1; MITF TRPM1 inh: 3; Shn3 3UTR inh: -9; HIF-2a block: 3; NR2E3 ag-1: 10; KKLEB tox: -2; iPSC survival up: -2.0; C8 TRAIL sens: -2; Peg3 prom inh: -6; NR2E3 ag-2: 2; CF NFkB block: 4

Results for O=[N+]([O-])c1cc(C(F)(F)F)ccc1SCC(O)CO (configuration not stated) ?
LMP1 NFkB inh: -10; MITF TRPM1 inh: -2; Shn3 3UTR inh: -8; HIF-2a block: 11; NR2E3 ag-1: -5; KKLEB tox: -10; iPSC survival up: -0.5; C8 TRAIL sens: 0; Peg3 prom inh: -4; NR2E3 ag-2: -1; CF NFkB block: 5

Results for Cc1ccc(S(=O)(=O)NCC(c2ccco2)N2CCc3ccccc3C2)cc1 (configuration not stated) ?
LMP1 NFkB inh: 2; MITF TRPM1 inh: -6; Shn3 3UTR inh: -13; HIF-2a block: -18; NR2E3 ag-1: -6; KKLEB tox: -4; iPSC survival up: -0.5; C8 TRAIL sens: 19; Peg3 prom inh: 23; NR2E3 ag-2: 2; CF NFkB block: 17

How did N#CC1(c2ccccc2)CCCN1C(=O)c1ccco1 (configuration not stated) do in these assays?
LMP1 NFkB inh: 0; MITF TRPM1 inh: 10; Shn3 3UTR inh: 5; HIF-2a block: 10; NR2E3 ag-1: -16; KKLEB tox: 5; iPSC survival up: -1.3; C8 TRAIL sens: -2; Peg3 prom inh: 18; NR2E3 ag-2: 0; CF NFkB block: -10

How did Cc1ccc(S(=O)(=O)N2CCN(c3c([N+](=O)[O-])cc(C(F)(F)F)cc3[N+](=O)[O-])CC2)cc1 do in these assays?
LMP1 NFkB inh: 3; MITF TRPM1 inh: 0; Shn3 3UTR inh: 14; HIF-2a block: 12; NR2E3 ag-1: 18; KKLEB tox: 1; iPSC survival up: -1.3; C8 TRAIL sens: 3; Peg3 prom inh: -11; NR2E3 ag-2: -1; CF NFkB block: -5

Results for C[C@H](CO)N1C[C@H](C)[C@@H](CN(C)C(=O)NC2CCCCC2)Oc2ccc(NS(=O)(=O)c3cccs3)cc2C1=O ?
LMP1 NFkB inh: 7; MITF TRPM1 inh: 2; Shn3 3UTR inh: 2; HIF-2a block: -3; NR2E3 ag-1: -19; KKLEB tox: 4; iPSC survival up: -2.6; C8 TRAIL sens: 5; Peg3 prom inh: -18; CF NFkB block: -3

How did Cc1ccccc1/C=N\NC(=O)c1ccc(Cn2cccn2)o1 do in these assays?
LMP1 NFkB inh: -5; MITF TRPM1 inh: -4; Shn3 3UTR inh: -9; HIF-2a block: -31; NR2E3 ag-1: 2; KKLEB tox: 16; iPSC survival up: -2.5; C8 TRAIL sens: -7; Peg3 prom inh: -13; NR2E3 ag-2: -3; CF NFkB block: -2

What do the screens show for `CC(OC(=O)C1=COCCO1)C(=O)NC1(C#N)CCCCC1` (configuration not stated)?
LMP1 NFkB inh: -10; MITF TRPM1 inh: 5; Shn3 3UTR inh: -14; HIF-2a block: 15; NR2E3 ag-1: -40; KKLEB tox: 14; iPSC survival up: -3.0; C8 TRAIL sens: -4; Peg3 prom inh: 1; CF NFkB block: -13

Results for N=C1C(c2nc3ccccc3[nH]2)=C(O)CN1c1ccccc1 ?
LMP1 NFkB inh: -21; MITF TRPM1 inh: -42; Shn3 3UTR inh: -39; HIF-2a block: -251; NR2E3 ag-1: -30; KKLEB tox: -4; iPSC survival up: 1.6; C8 TRAIL sens: 6; Peg3 prom inh: -155; NR2E3 ag-2: -4; CF NFkB block: -2

Results for COc1ccc(Nc2nc(NC(C)(C)C)nc(N3CCCC3)n2)c(OC)c1 ?
LMP1 NFkB inh: -16; MITF TRPM1 inh: 3; Shn3 3UTR inh: 9; HIF-2a block: 1; NR2E3 ag-1: -21; KKLEB tox: 15; iPSC survival up: -2.0; C8 TRAIL sens: -2; Peg3 prom inh: 29; NR2E3 ag-2: -4; CF NFkB block: 10

What do the screens show for `CC(C)N=C(NS(=O)(=O)c1ccccc1)C(Cl)(Cl)Cl`?
LMP1 NFkB inh: -2; MITF TRPM1 inh: 79*; Shn3 3UTR inh: 45; HIF-2a block: 84*; NR2E3 ag-1: -1; KKLEB tox: -19; iPSC survival up: -2.4; C8 TRAIL sens: -13; Peg3 prom inh: 38; NR2E3 ag-2: -3; CF NFkB block: 60*

Results for O=C1CC(c2ccccc2)=Nc2ccc(Br)cc2N1 ?
LMP1 NFkB inh: -23; MITF TRPM1 inh: -18; Shn3 3UTR inh: -5; HIF-2a block: -83; NR2E3 ag-1: -17; KKLEB tox: 3; iPSC survival up: -2.3; C8 TRAIL sens: -9; Peg3 prom inh: -37; NR2E3 ag-2: 1; CF NFkB block: 20

What do the screens show for `O=c1c2cc3c(=O)n(CC4CCCO4)c(=O)c3cc2c(=O)n1CC1CCCO1` (configuration not stated)?
LMP1 NFkB inh: 5; MITF TRPM1 inh: -3; Shn3 3UTR inh: 4; HIF-2a block: 3; NR2E3 ag-1: -5; KKLEB tox: 15; iPSC survival up: -0.2; C8 TRAIL sens: 2; Peg3 prom inh: 25; NR2E3 ag-2: 3; CF NFkB block: 4

How did Cc1[nH]c2ccccc2c(=O)c1C(=O)/C=C/c1ccccc1 do in these assays?
LMP1 NFkB inh: 24; MITF TRPM1 inh: 85*; Shn3 3UTR inh: 50; HIF-2a block: 90*; NR2E3 ag-1: 65; KKLEB tox: -28; iPSC survival up: -0.7; C8 TRAIL sens: 14; Peg3 prom inh: 105*; NR2E3 ag-2: -4; CF NFkB block: 60*

How did CC(=O)Nc1ccc(C2=NN(c3ccccc3)C(c3cccs3)C2)cc1 (configuration not stated) do in these assays?
LMP1 NFkB inh: 3; MITF TRPM1 inh: -8; Shn3 3UTR inh: -17; HIF-2a block: -86; NR2E3 ag-1: -4; KKLEB tox: 14; iPSC survival up: 1.4; C8 TRAIL sens: -4; Peg3 prom inh: -30; NR2E3 ag-2: 0; CF NFkB block: -16

Results for CC(C)(C)OC(=O)C[C@H]1C/C=C\C[C@@H](CC(=O)N(CCO)Cc2ccccc2)C(=O)NCCOC1=O ?
LMP1 NFkB inh: 5; MITF TRPM1 inh: 7; Shn3 3UTR inh: -11; HIF-2a block: 5; NR2E3 ag-1: -4; KKLEB tox: -4; iPSC survival up: -1.9; C8 TRAIL sens: -9; Peg3 prom inh: -3; CF NFkB block: -6

What do the screens show for `CC(=O)Nc1ccc(Oc2nc(C)cc(C)n2)cc1`?
LMP1 NFkB inh: 1; MITF TRPM1 inh: 3; Shn3 3UTR inh: 2; HIF-2a block: 12; NR2E3 ag-1: 8; KKLEB tox: 3; iPSC survival up: 3.6; C8 TRAIL sens: 14; Peg3 prom inh: 6; NR2E3 ag-2: 3; CF NFkB block: -2
